From PubChem BioAssay
All columns: NCI-60 one-dose screen, growth in % after 48 h at 10 µM unless noted; 100 = growth as untreated, 0 = no growth, -100 = all killed.
HL-60(TB) – HL-60(TB) leukemia cells | actives 9% (n = 78,000) | AID 1794776; active = growth percent below 10
* = called active by the depositor; & = joins results of further samples.

SMILES	HL-60(TB)
Cc1nc2ccccc2nc1SCc1nnc(Nc2ccccc2)o1	92
COc1ccc2nc3c(cc2c1)C(=O)CC(c1ccccc1)C3 (stereo unspecified)	-1.7*
COc1ccc(C2=C(c3ccccc3)c3ccc(OC(C)=O)cc3OC2(C)C)cc1	-17*
COc1ccc(-c2nc3ccccc3[nH]2)cc1OC	117
CCCCCCCCCCCCCCCCCCCC(=O)NCCc1c[nH]c2ccc(OC(=O)NOCCOCCOCCOCCOCCOCCOCCOCCOCCOCCOCCOCCOCCOCCOCCOCCOCCOCCOCCOCCOCCOCCOC)cc12	-38*
C=C(C)[C@@H]1CC[C@]2(C(=O)NCCNCCN)CC[C@]3(C)[C@H](CC[C@@H]4[C@@]5(C)C/C(=C/c6ccncc6)C(=O)C(C)(C)[C@@H]5CC[C@]43C)[C@@H]12	74
C1CCOC1	94
Oc1ccc(-c2nc3ccc(/C(=N\N=C\c4ccccc4)c4ccccc4)cc3[nH]2)cc1	35
O=C(NNC(=O)c1ccc(NC(=O)c2ccccn2)cc1)NC1CCCCC1	103
CC/C=C\C=C/C(=O)N/C=C/CC1Cc2cccc(O)c2C(=O)O1 (stereo unspecified)	17
CC(Sc1nc2ccccc2c(=O)n1CCc1ccc(S(N)(=O)=O)cc1)C(=O)c1ccccc1 (stereo unspecified)	70
CC12CC3(C)SC(C)(CC(C)(S1)S2)S3	106
CC(=O)Nc1ccc(O)c2ccccc12	92
c1ccc2nc(N3CCCCC3)c(N3CCCCCC3)nc2c1	102
Brc1ccc2[nH]cc(-c3nn4cc(-c5nccs5)nc4s3)c2c1	59
CCn1cc(C2=C(c3cn(C)c4ncccc34)C(=O)NC2=O)c2cccnc21	90
C/C=C(C)/C=N\O	123
Clc1nc(Cl)nc(Cl)n1	98
NS(=O)(=O)c1cccc(Nc2nc(SCc3ccc([N+](=O)[O-])cc3)nc3ccccc23)c1	60
COc1cc(C2CC(c3cc(OC)c(OC)c(OC)c3)=NN2C(C)=O)ccc1Oc1nc2c(c(=O)n(C)c(=O)n2C)n1C (stereo unspecified)	116
Clc1ccccc1OCCSc1n[nH]c2nc3ccccc3n12	86
CCCCCCCCCCCCCCCCCOC(=O)CCCCCCCCCCCCC	88
C[n+]1cc2ccccc2c2ccccc21	104
COc1nc(N(CCO)c2ccccc2)nc(N(CCO)c2ccccc2)n1	92
O=C(Nc1cc(S(=O)(=O)O)cc2cc(S(=O)(=O)O)cc(O)c12)c1ccccc1	110
Cc1csc(/N=C(N)/N=C(\N)c2cccc(C(F)(F)F)c2)n1	98
COc1ccc(C(=O)N2CCN(C(=O)c3cc(OC)c(OC)c(OC)c3)CC2)cc1OCCCN1C(=O)c2cccc3cccc(c23)C1=O	68
Cc1ccccc1C(=O)Nc1ccc(Cl)cc1	99
CN1C(=O)/C(=C/c2ccc(C(=O)Nc3ncc(Cc4cccc(Cl)c4)s3)cc2)SC1=S	88
COCOc1ccc2c(=O)c(C)c(C(=O)N[C@@H](Cc3ccccc3)C(O)C(=O)NCCc3ccc(OC)cc3)oc2c1 (stereo partly specified)	102
COc1ccc(S(=O)(=O)Nc2cc(/C=C\c3cc(OC)c(OC)c(OC)c3)cc(OC)c2OC)cc1OC	2.7*
O=C1NC(=O)C(Cc2ccccc2)(Cc2ccccc2)C(=O)N1Cc1ccccc1	65
NC(Cc1ccc(O)cc1)c1ccc(O)cc1 (stereo unspecified)	92
Nc1nc(N)c2cnnn2n1	97
C=CCSc1nnc(-c2ccc(C(C)(C)C)cc2)n1-c1cccc(C(F)(F)F)c1	6.0*
O=C(CSc1oc(-c2ccccc2)nc1S(=O)(=O)c1ccccc1)Nc1ccc(F)cc1	64
CCc1ccc2c(c1)N(CCO)C1=C(C(=O)OC1)C2c1ccc(Cl)c(Cl)c1 (stereo unspecified)	83
Cc1ccc(/C=C/C(=N/N=C(N)N)c2ccccc2)cc1	7.5*
O=C1c2ccccc2C(=O)N1c1ccccc1	111
Cc1cc(C)c(-c2c(O)c(Br)c(-c3c(C)cc(C)c(Br)c3C)c(O)c2Br)c(C)c1Br	27
O=C(O)c1nnc(C(=O)O)nn1	100
NC(=S)N1N=C(c2cc3ccccc3o2)CC1c1c[nH]c2ccccc12 (stereo unspecified)	55
COc1cc2c(cc1OC)/C(=C\c1sc(Nc3ccc(O)cc3)nc1O)C(C(=O)O)=N2	-17*
COC(=O)CC[C@@H]1C(C)=CC(=O)[C@@]2(F)[C@H]1CCC1=CC(=O)C=C[C@@]12C	100
CC(=O)CCC1CC(=O)OC1(C)C (stereo unspecified)	104&94

Another view of part of the listing above.
| SMILES | HL-60(TB) |
| --- | --- |
| O=C1NC(=O)C(Cc2ccccc2)(Cc2ccccc2)C(=O)N1Cc1ccccc1 | 65 |
| NC(=S)N1N=C(c2cc3ccccc3o2)CC1c1c[nH]c2ccccc12 (stereo unspecified) | 55 |
| O=C(O)c1nnc(C(=O)O)nn1 | 100 |
| COC(=O)CC[C@@H]1C(C)=CC(=O)[C@@]2(F)[C@H]1CCC1=CC(=O)C=C[C@@]12C | 100 |
| CC(=O)CCC1CC(=O)OC1(C)C (stereo unspecified) | 104&94 |
| NC(Cc1ccc(O)cc1)c1ccc(O)cc1 (stereo unspecified) | 92 |

The list goes on:
SMILES	HL-60(TB)
CC(C)COc1nc2c(c(=O)n(C)c(=O)n2C)n1C	97
CC(=O)Nc1ccc2nc(NC(=O)c3ccc(OC(C)=O)cc3)sc2c1	115
CCSC1=NC2C(N(CC)C(=O)N2CC)N1/N=C/C=C/c1ccccc1[N+](=O)[O-] (stereo unspecified)	-49*
O=C(O)C1C2C=CC(O2)C1C(=O)Nc1ccccn1 (stereo unspecified)	93
N#CC1=C(Nc2ccccc2)SC(c2cccs2)NC1=O (stereo unspecified)	108
O=C1c2ccccc2C(c2ccccc2)C1c1ccccc1 (stereo unspecified)	76
CC(C)CCN(CCC(C)C)CC(O)c1ccc2ccc3ccccc3c2c1 (stereo unspecified)	81
N#Cc1c(-c2ccc(Br)cc2)nc(SCC(=O)c2ccccc2)[nH]c1=O	100
CCCCCCCCCCCCCCCC[N+](C)(C)CCN(Cc1ccc(OC)cc1)c1ncccn1	-2.9*
N#CCCN1CC1	103
Nc1cn[nH]c(=O)c1Cl	103
O=C(OCCc1ccccc1)C(Cl)(Cl)Cl	103
CS(=O)(=NC#N)c1ccc(-c2cnc(N)c(C(=O)Nc3ccccc3)n2)cc1 (stereo unspecified)	108
Cc1cccc(C)c1NC(=O)c1ccccc1	105
COc1ccc(/C=C2\CCCC3=C2NC(N)=NC3c2ccc(OC)c(OC)c2)cc1OC (stereo unspecified)	42
O=C(CSc1nc2ccccc2c(=O)n1-c1ccccc1)Nc1ccc(S(=O)(=O)Nc2ccc(Cl)nn2)cc1	106
CCCCCNC(=O)c1cccc(NC(=O)CCl)c1	58
CCn1cc(C(=O)O)c(=O)c2cc(F)c(N3CCN(C(=O)CSc4nc(-c5ccccc5)c(C#N)c(=O)[nH]4)CC3)cc21	102
Cc1ccc(-c2csc(NC(=O)CSc3nc(-c4ccccc4)cc(=O)[nH]3)n2)cc1	49
CCOC(=O)NC(C1=NCCS1)P(=O)(OCC)OCC (stereo unspecified)	100
CCOC(=O)c1c(C)nc2c(c1N)CC(=O)N2Cc1ccc(OC)c(F)c1	95
CC#Cc1c(C)c(N2CCN(CCOc3ccc4c(c3)CC[C@@H]3[C@@H]4CC[C@]4(C)[C@@H](O)CC[C@@H]34)CC2)cc2c1CCN2S(C)(=O)=O	48
S=C(Nc1ccccc1)N1CCN(c2ncnc3c2cnn3-c2ccccc2)CC1	98
O=c1[nH]c(=S)[nH]c(O)c1/C=C1\C=c2ccccc2=N\C1=N\c1nc2ccccc2s1	107
O=S(=O)(c1cccc(F)c1)N1CCN(c2nccc(-c3c(-c4cccc(F)c4)nc4sccn34)n2)CC1	82
O=C1/C(=C/c2cccs2)CCC/C1=C\c1cccs1	94
Cc1c(C(=O)OCCCCOC(=O)c2c(C)n(C)c3scc[n+]23)[n+]2ccsc2n1C	87
CCOC(=O)c1c(-c2ccc(OC)cc2)c(C#N)c2c(C#N)c(N)nn2c1N	-40*
Cc1c(-c2ccc(-c3ccccc3F)cc2)nc2ccc(F)cc2c1C(=O)O	5.2*
CC(C)Cc1ccc(C(C)C(=O)NCCc2c[nH]c3ccccc23)cc1 (stereo unspecified)	53
CCCCCCCC/C=C\CCCCCCCC(=O)OCCCCCCCCCCCCCCCCC	110&124
Cc1ncc(C(=O)Nc2ccc(CN3CCN(C)CC3)c(C(F)(F)F)c2)cc1C#Cc1cnc(N)c2cnccc12	16
COc1ccc(/C=N/NC(=O)c2c(Nc3ccccc3)nn(C)c2N)cc1	106
CCCC(=O)OCC1OC(n2cnc3c(=S)nc(N)[nH]c32)C(OC(=O)CCC)C1OC(=O)CCC (stereo unspecified)	13
COCCOC(=O)Cc1ccccc1	106
N=C(N)c1ccc(-c2ccc(-c3ccc(Cl)cc3Cl)s2)cc1	-45*
Nc1ncnc2c1N=C(c1ccc3c(c1)OCO3)CC(c1ccc(Cl)cc1)N2 (stereo unspecified)	88
CC(O)(C(=O)c1ccccc1)c1ccccc1 (stereo unspecified)	102
COC(=O)c1cccc2c(N)c(N)cc(C(=O)OC)c12	115
O=C(O)c1ccc2c(c1)C(=O)N(c1ccccc1)C2=O	99
C=CCn1c(SC/C(=N/O)c2ccccc2)nnc1-c1cc(-c2ccc(S(N)(=O)=O)cc2)nc2ccccc12	81
O=C(O)c1ccc(C2CCC(O)CC2)cc1 (stereo unspecified)	100
O=C1O[C@H]2c3ccccc3-c3c4c(cc5c3[C@H]2N1CC5)OCO4	109
CC1CN=C(c2ccccc2)O1 (stereo unspecified)	122
COC(=O)C(c1ccccc1)c1ccccc1	96
COc1cc2c(c(OC)c1OC)C(=O)CC(c1cccc(C(=O)Nc3ccccc3)c1)O2 (stereo unspecified)	97
COc1ccc2nc(-c3ccc(OC)c(OC)c3)cc(-c3nnc(SCC(=O)Nc4ccc(C(C)=O)cc4)o3)c2c1	78
O=S(=O)(O)c1ccc2cccc3c2c1CC3	104
COc1ccc(NC(=O)c2nc(-c3cc(OC)c(OC)c(OC)c3)n(-c3ccc(OC)cc3)n2)cc1	86
CNC(=O)Oc1cc(C(C)C)ccc1Sc1ccc(C(C)C)cc1OC(=O)NC	40
Oc1ccc(Cc2ccc(O)c3ncccc23)c2cccnc12	5.8*
Cc1ccc(C)c(CC(N)C(=O)O)c1 (stereo unspecified)	151
C=CCn1c(SCCc2c[nH]c3ccccc23)nnc1-c1ccncc1	92
COc1cc(CNC(=O)/C=C/C=C/c2ccc3c(c2)OCO3)ccc1OCc1cn(-c2ccccc2[N+](=O)[O-])nn1	98
CCCCCOS(=O)(=O)O	105
CCOc1ccc(NC(=O)c2cc3ccccc3cc2O)cc1	77
CC(=O)Oc1ccc(-c2ccccc2)cc1	108
O=C(C1=Cc2cccn2Cc2cnnn21)c1ccc(F)cc1	102
N#Cc1cc2[nH]c3ccc(OC(F)(F)F)cc3c2oc1=O	100
N#C/C(=C\c1cccs1)C(=O)Nc1ncc(Cc2ccc(Cl)cc2Cl)s1	97

At a glance, some entries already given:
SMILES	HL-60(TB)
Cc1ccc(C)c(CC(N)C(=O)O)c1 (stereo unspecified)	151
C=CCn1c(SCCc2c[nH]c3ccccc23)nnc1-c1ccncc1	92
COc1cc(CNC(=O)/C=C/C=C/c2ccc3c(c2)OCO3)ccc1OCc1cn(-c2ccccc2[N+](=O)[O-])nn1	98
CCCCCOS(=O)(=O)O	105
CCOc1ccc(NC(=O)c2cc3ccccc3cc2O)cc1	77

Other compounds follow:
SMILES	HL-60(TB)
CCC(C#N)(CC)c1ccccc1	102
Cc1c(-c2cnc(NN)s2)nnn1-c1ccc([N+](=O)[O-])cc1	66
CCOC(=O)c1ccc(Oc2ccc(Nc3ncnc4onc(-c5ccccc5)c34)cc2)cc1	100
C#CC(C)OCC1CNC(=S)O1 (stereo unspecified)	100
Cc1ccc(-c2nc(N3CCCNCC3)c3oc(-c4ccc(C)cc4)nc3n2)cc1	-69*
CCCCc1oc2ccc([N+](=O)[O-])cc2c1C(=O)c1ccc(C#Cc2ccc(CCC)cc2)cc1	92
CN(C)c1ccc(C(=O)OCCCCCCl)cc1	76
CCOC(=O)c1sc2c(c1C)c(=O)nc1c(C(=O)OCC)n[nH]n12	93
COc1cc([N+](=O)[O-])c2ncccc2c1[N+](=O)[O-]	65
N#C/C(=C\c1ccc(-c2ccc(Cl)cc2Cl)o1)c1ccc(F)cc1	96
CCCCNC(=O)Oc1cccc2ccccc12	84
Nn1c(=S)[nH]nc(/C=C/c2ccco2)c1=O	108
O=[N+]([O-])c1ccc(Cn2c(-c3cscn3)nc3ccccc32)cc1	92
O=C1NC(=S)S/C1=C\c1cc(Br)ccc1O	84
Fc1ccc(/C=C/[C@@H]2C[C@@H](F)CCO2)cc1	56

Random excerpt: 7 entries already listed, in no set order.
SMILES	HL-60(TB)
Cc1ccc(-c2csc(NC(=O)CSc3nc(-c4ccccc4)cc(=O)[nH]3)n2)cc1	49
CCC(C#N)(CC)c1ccccc1	102
CC(=O)CCC1CC(=O)OC1(C)C (stereo unspecified)	104&94
O=[N+]([O-])c1ccc(Cn2c(-c3cscn3)nc3ccccc32)cc1	92
C[n+]1cc2ccccc2c2ccccc21	104
COc1nc(N(CCO)c2ccccc2)nc(N(CCO)c2ccccc2)n1	92
O=C(C1=Cc2cccn2Cc2cnnn21)c1ccc(F)cc1	102

Going on with the list.
SMILES	HL-60(TB)
O=C1c2cccc3c(-c4ccc(-c5nc6c7ccccc7c7ccccc7c6[nH]5)cc4)ccc(c23)C(=O)N1Nc1ccccc1	95
CN(C)CCNc1nc(NN2C(=O)c3cccc4cccc(c34)C2=O)nc(N2CCOCC2)n1	107
COC(=O)c1cccc(F)c1C(=O)c1cccc2ccccc12	90
CC(=O)OCCC/C(=C\c1ccc2ccccc2c1)[N+](=O)[O-]	-61*
C=C(CC(=O)O)C(=O)O	107
CCOc1ccccc1/C=N\NC(=O)C1CC1	85
Cc1ccc(C(C)C)c(OCc2ccc(C(=O)N/N=C/c3cccc(O)c3O)cc2)c1	-4.6*
Cc1ccc2c(c1)ncn2-c1ncnc2c1CC(C)c1ccccc1N2C (stereo unspecified)	-36*
Nc1ncnc2c(-c3nc4ccccc4s3)c(Nc3ccccc3)sc12	71
OC(c1cccc(C(F)(F)F)c1)c1cnccc1OC1CCCCCC1 (stereo unspecified)	77

The list is partial. The share of hits here may be higher or lower than overall.
